ALOX12 inhib: blocks human 12-lipoxygenase activity; 150,000 compounds, 0.12% hits; purified 12-hLO, xylenol orange hydroperoxide absorbance; Potency, µM (highest dose often 57.1 µM), for the others: at the top dose activity change, negative = inhibition, most hits filed as inhibitors; P18054; also: potency is read from the fitted curve at half-maximal effect; nearly all actives have a fitted effect of over 55% in size; many of its hits are not listed in these tables
Target sequence (P18054 whole entry, looked up): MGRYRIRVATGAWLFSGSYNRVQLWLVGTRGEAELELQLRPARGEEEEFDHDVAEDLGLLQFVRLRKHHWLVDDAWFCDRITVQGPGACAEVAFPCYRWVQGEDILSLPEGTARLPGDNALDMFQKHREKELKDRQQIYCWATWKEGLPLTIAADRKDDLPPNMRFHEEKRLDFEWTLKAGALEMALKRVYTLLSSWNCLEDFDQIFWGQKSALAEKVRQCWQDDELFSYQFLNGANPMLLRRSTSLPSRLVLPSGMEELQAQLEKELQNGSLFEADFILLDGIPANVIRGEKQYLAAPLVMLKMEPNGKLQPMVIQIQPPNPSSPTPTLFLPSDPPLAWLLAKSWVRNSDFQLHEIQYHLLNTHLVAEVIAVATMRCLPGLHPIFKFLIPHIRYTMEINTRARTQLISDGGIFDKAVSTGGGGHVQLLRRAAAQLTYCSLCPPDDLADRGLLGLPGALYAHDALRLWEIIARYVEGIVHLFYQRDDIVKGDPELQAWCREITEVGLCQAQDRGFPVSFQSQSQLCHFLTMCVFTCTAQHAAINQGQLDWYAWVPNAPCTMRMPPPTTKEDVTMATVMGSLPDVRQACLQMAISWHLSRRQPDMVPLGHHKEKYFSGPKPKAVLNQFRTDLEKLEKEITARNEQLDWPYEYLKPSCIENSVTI
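Purified human 12hLO (150 nM), preincubated 15 min with compound, then 40 uM arachidonic acid for 30 min, room temperature, Hepes pH 7.0 with 0.01% Triton X-100. Hydroperoxide detected by ferrous iron/xylenol orange; 573/405 nm absorbance ratio gives reaction progress.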
15-hLO-2 inh: 15-hLO-2 (ALOX15B) enzyme inhibition; 110,000 compounds, 0.56% hits; purified 15hLO-2, xylenol orange hydroperoxide absorbance; Potency, µM (top dose mostly 57.1 µM), without a hit: at the top dose activity change, negative = inhibition, actives largely listed as inhibitors; O15296; AID 881; also: potency is read from the fitted curve at half-maximal effect; nearly all actives have a fitted effect of over 60% in size; many of its hits are not listed in these tables
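Purified human 15hLO-2 (50 nM) preincubated 15 min with compound, then 45 uM arachidonic acid for 90 min at RT in 25 mM Hepes pH 7.5, 0.01% Triton X-100. Hydroperoxide detected by Fe-xylenol orange; 573/405 nm absorbance ratio.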
IMPase inh: IMPase inhibition in cells; 120,000 tested, under 10 active; inhibition (IP1 accumulation), % at 46.1 µM; CHO-M1 cells, IP1 accumulation, HTRF TR-FRET ratio; active = well fitted curve in the direction sought with a large enough effect in the signal ratio, not every such curve was filed as active; inconclusive = small, poorly fitted or top-dose-only effect, or a change in a side signal; inactive = no such curve, though single readings can be large or run the other way; the % refers to the signal ratio;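 also: cells stimulated with carbachol in lithium chloride buffer; plate controls were DMSO basal wells for no effect and reference inhibitor wells for full effect; higher means more IMPase inhibition seen as more IP1 and lower FRET ratio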
Target sequence (P97697 whole entry, looked up): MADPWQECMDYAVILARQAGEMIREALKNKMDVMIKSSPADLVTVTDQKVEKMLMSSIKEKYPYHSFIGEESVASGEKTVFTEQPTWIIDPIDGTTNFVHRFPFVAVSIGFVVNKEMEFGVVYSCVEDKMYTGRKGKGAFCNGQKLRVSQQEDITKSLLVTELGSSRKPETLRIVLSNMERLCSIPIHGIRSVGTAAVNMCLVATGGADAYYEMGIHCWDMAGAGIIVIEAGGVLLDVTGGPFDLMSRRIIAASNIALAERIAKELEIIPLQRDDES
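Elevated IP1 in lysates lowers TR-FRET signal (665/620 ratio and 620 channel reported). Cells were CHO-M1, given carbachol (50 uM as added) plus 50mM LiCl, pH 7.4, 30 min, 37C; compounds titrated up to 46 uM; AC50 by Hill equation.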
PNC inhibitor: inhibitors of perinucleolar compartment assembly. PC3M PTB-GFP, PNC prevalence imaging, 16 h; active compounds read low. activity change (PNC), negative = inhibition, % at 10 µM. 140,000 compounds, 3.1% hits;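 active = readout at or below -70, meaning at least 70% loss of cells showing the perinucleolar compartment, a nuclear body marking cancer cells; inconclusive = readout between -30 and a set limit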;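 also: plate controls were DMSO wells for no effect and camptothecin positive control wells for full effect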
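Read-out is percentage of cells bearing a perinucleolar compartment, from automated 20x imaging of fixed, Hoechst-stained PC3M PTB-GFP cells. Cells were seeded 4 h, then exposed 16 h to compound (23 nl of library stock) in duplicate plates.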
* hit, by the source's call; ? = inconclusive; · = no result given; [ ] = remark or other dose. Unless noted, calls follow the shape of the dose curve; as a rule, active = well fitted curve in the direction sought with a large enough effect; inconclusive = small, poorly fitted or top-dose-only effect, or another doubt; inactive = no such curve, though single readings can be large; an effect the other way counts as inactive or inconclusive. Unless noted, % is scaled to controls: 0 for no effect and ±100 for the full control effect. An excerpt, so the mix of outcomes need not match the whole.

SMILES	ALOX12 inhib	15-hLO-2 inh	IMPase inh	PNC inhibitor
CC1=NN(c2ccc(C)cc2C)C(=O)C1C(c1ccccc1)C1C(=O)N(c2ccc(C)cc2C)N=C1C (centres undefined)	-12%	-9%	-3	-1
O=C(CN1CCN(c2ccccn2)CC1)NC1CCCC1	-5%	7%	11	22
CN(C)C(=O)Cn1c(SCC(=O)NCc2ccc3c(c2)OCO3)nc2ccccc21	-1%	·	·	?
COC(=O)c1ccc(C(=O)OC)c(NC(=S)N2CCN(c3ccccc3)CC2)c1	0%	2%	8	59
CCCCN1C(=O)C(CC(=O)NCC)SC1=Nc1ccccc1 (centres undefined)	0%	·	0	16
CCc1ccc(OCC(=O)N/N=C/c2cc([N+](=O)[O-])ccc2N2CCCCCC2)cc1	2%	·	-7	75
Cc1ccccc1-c1nc(CS(=O)(=O)CC(=O)NCc2ccc3c(c2)OCO3)c(C)o1	-7%	·	-4	0
CC(=O)Oc1ccc(NC(=O)Cc2ccccc2)cc1	-2%	0%	-5	42
CCCNNC(=O)C(O)(c1cccc(C)c1)c1cccc(C)c1	3%	·	·	-26
O=C1CC(N(C(=O)c2ccco2)c2cccc(Cl)c2)C(=O)N1c1cccc(Cl)c1 (centres undefined)	-6%	-11%	2	21
CCc1ccccc1OCc1nc2ccc(S(=O)(=O)N3CCOCC3)cc2[nH]1	4%	15%	-3	-12
O=C(CSc1nnc2scc(-c3ccccc3)n12)Nc1nsc(-c2ccccc2)n1	-8%	-11%	6	3
CCN(CC(O)CON=C1c2ccccc2-c2ccccc21)S(=O)(=O)c1ccc(Cl)cc1 (centres undefined)	-3%	·	23	?
COc1ccc(C(C[N+](=O)[O-])c2c(-c3ccccc3)cc3ccccn23)cc1 (centres undefined)	?	?	2	4
CCc1cc2c(=O)n(CC(C)C)cnc2s1	-5%	·	·	37
CCN1C(=O)CC(n2c(C)nc3ccccc32)C1=O (centres undefined)	1%	0%	4	4
N#Cc1nc(COc2ccccc2F)oc1NCCCn1ccnc1	3%	34%[activator]	5	18
Cc1[nH]c(=O)[nH]c(=O)c1CSc1nnc([C@H](CC(C)C)NC(=O)OC(C)(C)C)o1	-2%	-6%	-1	-20
CN(c1ccc(F)cc1)S(=O)(=O)c1ccc2[nH]cc(C(=O)O)c(=O)c2c1	-26%	1%	17	40
CCC(=O)N1CCc2cc(S(=O)(=O)N3CCc4ccccc4C3)ccc21	-1%	-9%	-1	-17
COc1ccccc1N1CCN(CC(O)COc2cccc3ccccc23)CC1 (centres undefined)	-9%	·	·	39
CCc1nc(SCC(=O)c2cc(C)ccc2C)n[nH]1	-13%	-13%	-7	?
Cc1ccc(NC(=S)Nc2c(C)n(C)n(-c3ccccc3)c2=O)cc1	-2%	·	·	43
Cc1ccc(NC(=O)c2ccccc2N(C)S(=O)(=O)c2ccccc2)c(C)c1	-2%	·	·	-25
O=C1CCCCC(=O)N(c2ccccc2)c2ccccc21	1%	-1%	-1	6

The final 7 entries of the part above open the next one.
SMILES	ALOX12 inhib	15-hLO-2 inh	IMPase inh	PNC inhibitor
CN(c1ccc(F)cc1)S(=O)(=O)c1ccc2[nH]cc(C(=O)O)c(=O)c2c1	-26%	1%	17	40
CCC(=O)N1CCc2cc(S(=O)(=O)N3CCc4ccccc4C3)ccc21	-1%	-9%	-1	-17
COc1ccccc1N1CCN(CC(O)COc2cccc3ccccc23)CC1 (centres undefined)	-9%	·	·	39
CCc1nc(SCC(=O)c2cc(C)ccc2C)n[nH]1	-13%	-13%	-7	?
Cc1ccc(NC(=S)Nc2c(C)n(C)n(-c3ccccc3)c2=O)cc1	-2%	·	·	43
Cc1ccc(NC(=O)c2ccccc2N(C)S(=O)(=O)c2ccccc2)c(C)c1	-2%	·	·	-25
O=C1CCCCC(=O)N(c2ccccc2)c2ccccc21	1%	-1%	-1	6
N#Cc1nc(-c2ccco2)oc1N1CCN(Cc2ccccc2)CC1	-8%	4%	6	0
FC(F)(F)c1cccc(N/N=C/c2ccccc2)c1	-29%	·	·	25
O=C1CC(c2ccccc2Cl)CC(O)=C1C=Nc1ccccc1 (centres undefined)	-2%	·	·	4
COc1cc(NC(=O)COC(=O)/C=C/c2ccc(Cl)cc2Cl)cc(OC)c1	-1%	·	·	43
CC(C)CNC(=O)c1ccccc1-c1ccccc1C(=O)O	2%	2%	-1	-24
O=C(Oc1ccccc1/C=C\C(=O)c1cc2ccccc2o1)c1cccc(F)c1	2%	·	?	?
N#Cc1cnn2c1nc(N1CCOCC1)c1ccccc12	-3%	4%	?	22
O=C(C[n+]1cc(-c2ccccc2)n2c1CCCCC2)c1ccc(Cl)cc1	6%	·	12	18
Nc1c(C2=NCCO2)nnn1Cc1ccccc1	0%	0%	6	?
O=C(NCc1ccco1)C1CC2CCC1C2 (centres undefined)	-3%	1%	-9	-10
Cc1ccc(C)c(-c2cc(C(=O)NCc3cccs3)c3ccccc3n2)c1	-3%	30%	11	29
CC(C)CCC1CC(CSC(=N)N)OC1=O (centres undefined)	3%	13%	8	-7
COc1ccc2nc3sc(C(=O)NCc4cccs4)c(N)c3cc2c1	?	-20%	?	36
CNc1oc(-c2ccc(Cl)cc2)nc1C#N	-2%	-16%	-16	-27
Cc1ccccc1C(=O)NC(NC(=O)c1ccccc1C)c1cccc([N+](=O)[O-])c1	-1%	·	·	45
O=C(NC1CCCc2ccccc21)C1CCCO1 (centres undefined)	1%	-2%	2	15
CN1CC=C2C(C#N)=C(N)C(C#N)(C#N)C(c3cccc(Cl)c3Cl)C2C1 (centres undefined)	-4%	1%[2.29 µM]	-6	22
Cc1ccc(OCc2nn3c(-c4ccco4)nnc3s2)cc1	-6%	-6%	1	13
O=C(COC(=O)CCS(=O)(=O)c1ccc(Cl)cc1)NCCc1ccccc1	-1%	·	3	-15
COCCCN1C(=O)C(=O)/C(=C(/O)c2ccc3c(c2)OCCO3)C1c1ccc(C(=O)OC)cc1 (centres undefined)	-8%	6%	?	-5
COc1cc(CNC(C)(C)CO)cc(Br)c1OCc1ccc(Cl)cc1	-1%	·	·	62
CC1CN(CCOc2ccc([N+](=O)[O-])cc2)CC(C)O1 (centres undefined)	2%	·	·	1
CCCNc1nc2c(c(=O)[nH]c(=O)n2C)n1CCCc1ccccc1	8%	1%	11	8
COc1ccc(CNC(=O)c2ccccc2C(=O)O)cc1	2%	·	·	13
O=C(COc1ccc(Cl)cc1)N(Cc1ccccc1)c1ccccn1	-2%	7%	-4	-15

Next structures:
SMILES	ALOX12 inhib	15-hLO-2 inh	IMPase inh	PNC inhibitor
CO[C@]1(NC(=O)[C@H](C(=O)O)c2ccc(O)cc2)C(=O)N2C(C(=O)O)=C(CSc3nnnn3C)CO[C@H]21	-3%[25.6 µM]	27%[25.6 µM]	3[20.6 µM]	·
CCCCCCSc1nc(O)c(C2OC(=O)c3c2ccc(OC)c3OC)c(=O)n1-c1ccccc1 (centres undefined)	-4%	-29%	5	28
COc1ccc(C(=O)NC(C(=O)NCc2ccccn2)C(C)C)cc1 (centres undefined)	-7%	13%	9	13
COc1ccc(-c2nc3ccncc3[nH]2)cc1OC	0%	-4%	-2	-25
CC1Cc2ccccc2N1C(=O)c1ccnc(C(C)(C)C)c1 (centres undefined)	14%	7%	14	10
Cc1c(C(=O)N2CCC(C)CC2)sc2ncnc(N(C)c3ccccc3)c12	-6%	·	?	11
CCC(C)NC(=O)C1CN(S(=O)(=O)c2ccccc2)CCN1S(=O)(=O)c1ccccc1 (centres undefined)	-2%	-2%	6	-3
O=C(Nc1cccc(Cl)c1)c1csc(-c2ccccc2)n1	-3%	0%	7	27
COCCN=C1Sc2nc3c(C)cccc3cc2CN1Cc1ccco1	-20%	?	5	4
Cc1cc(-c2ccco2)n(CC(=O)NCc2ccco2)n1	-5%	8%	2	33
Cc1ccc(N2CC(C(=O)Nc3ccccn3)CC2=O)cc1 (centres undefined)	6%	9%	-3	65
COc1ccc(C(C)=O)cc1COC(=O)Cn1cnc2ccccc2c1=O	-2%	2%	-11	-11
COc1ccc(-n2nc(N)c3c(=O)oc(N(C)C)nc32)cc1	-1%	2%	-4	47
COc1ccc(CN2C(=O)CN=C2Nc2ccc(C)cc2C)cc1	0%	14%[2.29 µM]	4	36
Cc1ccc(S(=O)(=O)CCc2nc3ccccc3s2)cc1	-4%	·	-9	10
CCOC(=O)Nc1nnc(-c2cccc(OC)c2)s1	-3%	-3%	0	-15
Cc1ccccc1-c1n[nH]c(=S)n1/N=C/c1c(C)nn(-c2ccccc2)c1C	1%	·	-5	?
CC(Sc1nnc(C(C)N(C)C)n1-c1ccc(Cl)cc1)C(=O)Nc1ccc2c(c1)OCO2 (centres undefined)	-9%	?	12	59
COc1ccc(C(=O)NN(C)c2nc(-c3ccccc3)cc(C)c2S(C)(=O)=O)cc1	10%	1%	2	38
CCOc1ccccc1NC=C1C(=O)OC(C)(C)OC1=O	0%	2%	4	61
O=C(NC1CC1)c1cccc(Nc2ccc(-c3ccc4c(c3)OCCO4)nn2)c1	-6%	4%[2.29 µM]	3	6
COc1ccc(-c2cc3ccccc3n2CC(O)CN2CCOCC2)cc1 (centres undefined)	2%	20%	6	-22
CN(C)c1oc(COc2ccccc2F)nc1C#N	-2%	-3%	-3	-26
O=C1CN(C(=O)COC(=O)/C=C/c2ccc(OC(F)F)cc2)c2ccccc2N1	6%	·	6	?
Cc1ccc(C)c(NC2=NCC(=O)N2C2CCCCC2)c1	3%	·	-1	148

(more compounds)
SMILES	ALOX12 inhib	15-hLO-2 inh	IMPase inh	PNC inhibitor
O=C(NC(c1ccc(Cl)cc1)c1cc(Cl)c2cccnc2c1O)c1cccnc1 (centres undefined)	-3%	·	·	4
CCc1ccc2c(c1)c1nnc(NN)nc1n2CC	-4%	·	8	-15
Cc1ccccc1Oc1ccc(S(=O)(=O)NCCC(=O)O)cc1	0%	-2%	3	7
O=C(NCCN1CCCC1=O)Nc1ccccc1	-3%	0%	-3	?
CC1CCCN(C(=O)C(C)Sc2nc(-c3ccccc3)cc(C(F)(F)F)n2)C1 (centres undefined)	-2%	-2%	2	?
CCC(O)CNC(=O)NC(=C(Cl)Cl)c1ccc(C)c(F)c1 (centres undefined)	1%	·	-3	-2
Cn1cccc1C(=S)N=P(C1CCCCC1)(N1CCOCC1)N1CCOCC1	3%	-5%	4	?
COc1cc(C(=O)Nc2ccc(NC(=O)c3ccco3)nc2)cc(OC)c1OC	-7%	-2%	2	36
Oc1ccc(Oc2ccc3c(C(F)(F)F)cc(C(F)(F)F)nc3n2)cc1	-1%	-9%	0	-5
C=CCNc1ncnc2ccc(Br)cc12	-3%	5%	-3	-7
O=C(Cc1c[nH]c2ccccc12)NCc1ccc(Cl)cc1	-2%	·	·	20
COC(=O)c1c(N)sc(C(C)=O)c1C	1%	0%	-1	?
CCc1cccc(CC)c1-n1c(SCC(=O)c2c(N)n(C)c(=O)n(C)c2=O)nnc1-c1cccnc1	1%	·	·	-134*
O=C(Cn1[nH]c(=O)c2ccccc2c1=O)NCc1cccnc1	-2%	3%	2	-30
CC1=C(C(=O)OC2CCCCCCC2)C(c2cccc(O)c2)NC(=O)N1 (centres undefined)	3%	-2%	2	-10
CC(C)N=C(Nc1ccc(Cl)cc1)c1cccnc1	-10%	6%	2	44
CCCC(=O)NCCc1c2n(c3ccc(OC)cc13)CCCc1ccccc1-2	-6%	-6%	3	·
CC(=O)N(Cc1c(C)nn(-c2ccccc2)c1Cl)c1ccc(Cl)cc1	-3%	3%	7	?
CCc1nc(NCCN2CCOCC2)c(C#N)c2c1CCCC2	5%	37%[activator]	-11	34
Brc1ccc2c(c1)OCCOCCOCCOCCOCCO2	0%	·	12	?
